# PMI inhibitors: inhibitors of human PMI, primary screen, biochemical, fluorescence intensity, coupled assay (AID 1209); 0.42% of 190,000 active; purified PMI enzyme, coupled fluorescence intensity; higher % means a stronger effect; one-dose inhibition, % at 20 µM; IC50 in µM for titrated hits;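 further: plate controls were DMSO vehicle for no effect and wells lacking substrate for full effect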
# Autophagy HCS: autophagy modulation, high-content screen; 0.98% of 190,000 active; AID 463193; MEF GFP-LC3 puncta imaging; test concentration mostly 10 µM; calls only at 10 µM (by protocol);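 active means percentage of spot-positive cells more than 3 SD above its plate mean, without a fluorescence outlier flag or 80% toxicity; inconclusive means no clear call, values can overlap the other calls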;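 further: spot-positive cell cutoff set from DMSO-treated cells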
# Ins promoter up: MIN6 insulin promoter up-regulation; MIN6 insulin promoter-GFP reporter, high-content imaging; stronger effect = higher value; z-score at 5 µM; 0.3% of 190,000 active;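 active means z-score above 3 at 5 µM with at least 500 cells counted in the well; inconclusive means wells under 500 cells, flagged as cytotoxic or low count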
# PMI inhibition: human PMI inhibitors, high substrate, primary screen, biochemical, fluorescence intensity, high mannose 6-phosphate (AID 1220). recombinant PMI enzyme, coupled fluorescence intensity; higher % means a stronger effect. one-dose inhibition, % at 20 µM; IC50 in µM for titrated hits. 0.66% of 190,000 active
# TNAP activation fold: human TNAP enzyme activators, primary screen, biochemical, luminescent, no phosphate acceptor, uHTS (AID 1001). purified TNAP, luminescent activation assay, no phosphate acceptor; higher activation fold means a stronger effect. activation fold at 20 µM, or EC50 in µM where a hit was titrated. 0.03% of 200,000 active; in the data active means activation fold from about 3, or a potency from the dose series; inactive means the rest, 99 in 100 with activation fold below about 1.6; further: many of its hits are not listed in these tables
# Hep lipid drop: hepatic lipid droplet formation modulation | 0.4% of 240,000 active | AID 1656 | AML12 mouse hepatocytes, oleate lipid droplets, BODIPY imaging | inhibition, % at 6.5 µM;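 active means lipid droplet intensity inhibited by at least 50%, with more than 500 cells counted; inconclusive means wells with under 300 cells, treated as cytotoxic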
#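 Material: mouse AML12 hepatocyte cell line, fixed after treatment; Timing: compound with oleate, overnight; Technique: high-content imaging of BODIPY-stained droplets and DAPI nuclei; Probe or stimulus: oleate, 100 µM final; Dosing: compound at 6.5 µM only.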
# MT stabilizer: stabilizes microtubules in HeLa cells; HeLa tubulin immunostaining HCS, 24 h; share of cells brighter than vehicle mean+2SD; % tubulin-high responders, % at 10 µM; 0.83% of 200,000 active; AID 2205;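 active means plate Z-score above 3 for both tubulin-high and condensed-nucleus cell shares, with cell loss under 80%, at 10 µM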;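 further: anti alpha tubulin signal scored within the nucleus-defined area of each cell; some results filed as inactive read as strong as hits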
# b-catenin transl: modulators of beta-catenin nuclear translocation; HeLa beta-catenin nuclear translocation, immunofluorescence imaging; nuclear translocation activity, % at 5 µM; 0.3% of 190,000 active;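 active means nuclear translocation activity above 50% at 5 µM, with a well cell count of 50 or more; inconclusive means wells under 50 cells across six images, flagged as toxic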;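 further: per-cell ratio of nuclear to cytoplasmic median beta-catenin stain intensity; plate controls were DMSO negative control for no effect and GSK-3 inhibitor IX positive control for full effect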
#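 Read-out: Nuclear/cytoplasmic beta-catenin signal ratio, % activation | Assay system: Human HeLa cell line | Times: 24 h compound exposure at 37°C, 5% CO2 | Signal: Fluorescence imaging of beta-catenin antibody stain plus DAPI | Dosing: 5 µM primary, 0.02–20 µM confirmation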
# T cell modulator: T cell immune modulators affecting CD8 T cell-vesicle binding | 2C CD8+ T cell-vesicle binding, flow cytometry; stronger effect = lower value | calls only at 7 µM | 0.068% of 330,000 active;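 active means response, share of CD8 T cells binding vesicles, and their 90th percentile fluorescence all below set limits, cut at about 80% in these data, passing the limit was not always enough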
#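 Also added: QL9-peptide-loaded Drosophila micro-vesicles bearing Ld, ICAM-1 and B7-1; Test system: purified 2C TCR transgenic mouse naive CD8+ T cells; Measured by: cytometric PE anti-B7-1 and Alexa647 anti-CD8 signals after 1% paraformaldehyde fixation; Timing: binding step 1.5 h, 37 °C, antibody labelling 20 min, ice.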
# Ins promoter up cell count: also measured in Ins promoter up; calls as there; cell count; measured here: cytotoxicity, nuclei count;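 total cells summed across four imaged fields per well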
# Hep lipid drop cells 6.5 µM: recorded beside Hep lipid drop, whose call it bears; cell count; measured here: cell count, cytotoxicity flag;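 cells counted across two imaged fields per well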
# b-catenin transl cell count 5 µM: also measured in b-catenin transl; calls as there; cell count; measured here: cell count, cytotoxicity flag
# T cell modulator vesicle-bound %: recorded beside T cell modulator, whose call it bears; double positive events, %; measured here: CD8+ vesicle-bound cell fraction;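 binding gate set so that unloaded-vesicle control wells show 10% double positive cells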
# MT stabilizer Hoechst-high %: further read-out of MT stabilizer, marked with its call; % Hoechst-high responders; measured here: nuclear condensation Hoechst responders;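 share of cells brighter than vehicle mean plus two SD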
# MT stabilizer cytotoxicity %: also measured in MT stabilizer; calls as there; toxicity, %; measured here: cytotoxicity by cell density;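 0% = mean cell density of plate MIN control wells and 100% = no cells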
# Autophagy HCS cell loss 18 h: also measured in Autophagy HCS; calls as there; toxicity, %; measured here: cell loss, nuclei count;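 cell loss after 18 h compound exposure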
# * hit, by the source's call; i = inactive; ? = inconclusive; nt = not tested or not shown; + = active, no number. Unless noted, no stated cut-off is given here; in the data, active means inhibition above about 50%; inactive means the rest.
SMILES,PMI inhibitors,Autophagy HCS,Autophagy HCS cell loss 18 h,Ins promoter up,Ins promoter up cell count,PMI inhibition,TNAP activation fold,Hep lipid drop,Hep lipid drop cells 6.5 µM,MT stabilizer,MT stabilizer Hoechst-high %,MT stabilizer cytotoxicity %,b-catenin transl,b-catenin transl cell count 5 µM,T cell modulator,T cell modulator vesicle-bound %
COc1ccc(/C=N/OCC(=O)NCC(C)C)c(OC)c1,-8%,i,-2,-0.46,1399,0%,1.2,1,700,5.3,2.0,4.2,-5.7,1068,i,60
Cc1ccccc1N1CCN(c2ncnc3c2cnn3Cc2ccc(Cl)cc2)CC1,8%,i,-5,-0.08,1078,2%,1,-14,667,2.0,0.6,35,-0.3,1069,i,30
CC(C)C(=O)Nc1ccc(C(=O)NNC(=O)CCc2ccccc2)cc1,12%,i,-1,0.11,1186,4%,1.4,-5,516,3.9,3.4,6.1,3.3,1121,i,6
O=C1C(Cl)=C(N2CCOCC2)C(=O)N1CCc1ccccc1,12%,i,1,?,nt,10%,1.1,2,625,0.6,1.3,3.1,0.5,1024,nt,nt
Cc1cc(=O)oc2cc(OC(C)C(=O)O)c(Cl)cc12 (stereo not given),-8%,i,2,-1,1249,-7%,1.1,32,678,1.5,4.7,5.6,0.8,1081,i,40
CSCc1cc(N2CCOCC2)nc(SCc2ccc(Cl)c(Cl)c2)n1,-23%,i,4,0.19,1147,-104%,1.1,nt,nt,2.5,1.0,0.5,nt,nt,i,32
Cc1nc(C)c(-c2nnc(-c3ccccc3Cl)o2)cc1C(=O)NN,nt,nt,nt,0.19,1086,nt,nt,0,769,nt,nt,nt,0.9,1329,i,46
CC(=O)Nc1ccc(NC(=O)CSc2nnc3c4ccccc4n(C)c3n2)cc1,-7%,i,-2,-0.75,1315,-7%,1.1,10,684,1.3,1.5,8.8,-2.2,1076,i,23
Cc1cc(C(=O)C(C)Sc2cccc[n+]2[O-])c(C)n1-c1ccc(Cl)cc1 (stereo not given),-4%,i,17,0.14,1303,-2%,1.1,11,653,2.6,2.1,5.5,-0.2,1069,i,59
Cc1ccsc1/C=N/n1c(-c2ccco2)n[nH]c1=S,5%,i,-5,-0.32,1617,2%,0.8,nt,nt,1.9,2.0,5.4,1.3,1416,i,58
CC(=O)c1cccc(N(C(=O)Cn2nnc3ccccc32)C(C(=O)NCC2CCCO2)c2ccc(N3CCOCC3)cc2)c1 (stereo not given),-1%,i,18,-0.68,1599,-9%,1.1,4,686,2.6,1.4,10,-2.2,1048,i,32
O=C(Cc1c(O)c2ccccc2[nH]c1=O)NCc1ccccc1,-13%,i,-3,-0.22,1637,-11%,1,nt,nt,4.1,2.3,4.0,2.5,1308,i,30
COc1ccc(Cl)cc1C(=O)NNC(=S)NC1CCCC1,-12%,i,10,0.83,1532,-13%,2.6,3,645,3.2,2.0,7.8,-4.2,1086,i,24
Cc1cnc(C(=O)OCC(=O)N2c3ccccc3CC2C)cn1 (stereo not given),-7%,i,14,-0.44,1145,-4%,1.1,3,685,3.0,2.0,5.7,-2.1,1116,i,19
Cc1ncc([N+](=O)[O-])n1Cc1cccc2ccccc12,6%,i,-5,-0.3,1424,-3%,1.1,28,703,1.2,1.8,1.1,3.3,1066,i,8
CCc1cccc(CC)c1N(COC)C(=O)Cn1nnc2ccccc21,-7%,i,10,-0.86,1188,-2%,1.1,nt,nt,3.5,2.2,8.1,-7.1,1051,i,9
COc1ccc(OC)c(S(=O)(=O)NC(N)=NCCc2ccccc2)c1,-9%,i,17,nt,nt,-2%,0.9,0,724,2.2,1.4,4.6,1.3,1097,i,43
O=C(c1ccc(Cl)c(S(=O)(=O)N2CCCC2)c1)N1CCN(c2ccccc2)CC1,1%,i,0,-0.13,1717,2%,1.1,6,616,3.3,3.5,5.4,-0.7,1008,i,26
O=C1NC2(CCCCC2)C(=O)N1Cc1ccc([N+](=O)[O-])cc1,7%,i,2,-0.18,1306,6%,1.1,1,663,5.0,2.0,8.0,nt,nt,i,45
CC(C)(C)OC(=O)C(Cl)(C(=O)OC(C)(C)C)c1ccc2nnnn2n1,-31%,i,4,0.23,1058,-16%,1,-8,721,2.6,3.2,6.1,-1.9,1035,nt,nt
NC(=O)C1CCN(C(=O)/C=C/c2cccc(Br)c2)CC1,nt,nt,nt,2.1,1381,nt,nt,-4,734,nt,nt,nt,-1.0,1300,i,45
CCn1c2ccccc2c2cc(C3C(C#N)=C(C)NC(C)=C3C#N)ccc21,4%,i,22,0.62,1206,8%,1.1,nt,nt,3.6,2.2,12,-2.7,1171,i,55
Cc1nc2ccc(-n3ccc(=O)cc3)cc2s1,4%,i,-16,-0.18,1283,4%,1.1,nt,nt,9.5,2.1,6.5,-6.1,959,i,7
CCCC(=O)N1CCN(c2ccc(NC(=O)c3ccc([N+](=O)[O-])o3)cc2Cl)CC1,-7%,+,13*,0.26,1172,1%,0.8,1,626,3.6,4.1,0.4,-1.6,1091,nt,nt
CN(C)c1ccc(C(=O)OCc2ccc(Br)cc2)cc1,8%,i,-2,-0.78,691,8%,1.2,20,809,1.9,1.3,9.1,nt,nt,i,24

# Following part.
SMILES,PMI inhibitors,Autophagy HCS,Autophagy HCS cell loss 18 h,Ins promoter up,Ins promoter up cell count,PMI inhibition,TNAP activation fold,Hep lipid drop,Hep lipid drop cells 6.5 µM,MT stabilizer,MT stabilizer Hoechst-high %,MT stabilizer cytotoxicity %,b-catenin transl,b-catenin transl cell count 5 µM,T cell modulator,T cell modulator vesicle-bound %
COc1ccccc1CNC(=O)CCS(=O)(=O)c1cccc2nonc12,4%,i,-45,0.69,704,0%,1.1,-3,749,2.1,2.7,4.9,nt,nt,i,37
O=S(CC(O)COCc1ccc(Cl)cc1)c1ccccn1 (stereo not given),9%,i,2,0,1267,7%,1.1,-3,728,1.2,1.8,7.6,nt,nt,i,11
CCCn1c(=O)c(F)cn(Cc2ccc(OC)c([N+](=O)[O-])c2)c1=O,-2%,i,10,nt,nt,-6%,1,nt,nt,1.6,2.3,9.3,nt,nt,i,43
CC(NC(=O)CCC(=O)c1ccc(F)cc1)C1CC2CCC1C2 (stereo not given),2%,i,18,-0.32,1250,2%,1,7,680,5.1,1.8,7.1,-0.5,1096,i,49
Cc1ccc(NC(=O)C(=O)c2c(-c3ccccc3)cc3ccccn23)cc1S(=O)(=O)N1CCOCC1,9%,i,5,-0.48,762,5%,1,-18,827,1.9,1.5,8.8,1.2,961,i,7
CN(C(=O)COC(=O)c1nc(-c2ccccc2)n(-c2ccccc2)n1)C1CCS(=O)(=O)C1 (stereo not given),1%,i,8,0.41,1286,-1%,1.1,nt,nt,2.1,2.2,0.9,-1.0,884,i,21
COCCCNC(NC(=O)c1ccc(OC)cc1)C(Cl)(Cl)Cl (stereo not given),nt,i,-14,nt,nt,nt,1.1,-37,711,2.2,1.3,9.9,0.4,1547,i,25
CCOc1ccc(NC(=O)c2ccco2)c([N+](=O)[O-])c1,11%,i,5,0.12,1224,6%,1.2,3,653,12*,36*,28*,6.9,703,i,25
O=C(CN1CCN(Cc2ccc3c(c2)OCO3)CC1)N1CCc2[nH]c3ccccc3c2C1,8%,i,-1,-4,787,7%,1,nt,nt,3.1,2.9,8.0,-1.6,1183,nt,nt
COc1cc2[nH]c(=O)n(Cc3ccc(C(=O)NCCCN4CCN(C)CC4)cc3)c(=O)c2cc1OC,-5%,i,35,0.03,895,-7%,1.1,7,767,2.5,1.6,10,nt,nt,i,12
CCOC(=O)c1cnn(-c2nc(CC)nc3sc4c(c23)CCC4)c1N,2%,i,-17,0.95,1343,5%,1.1,nt,nt,4.1,2.2,12,-4.0,1020,i,41
COc1ccc(N2CCN(C(CNS(C)(=O)=O)c3ccco3)CC2)cc1 (stereo not given),10%,i,-29,0.77,1200,32%,1.1,4,706,5.3,1.5,7.1,-0.8,1073,i,30
Cc1ccc(/C=C/C(=O)c2ccc(O)cc2)cc1,nt,nt,nt,-0.63,1349,nt,nt,-3,708,nt,nt,nt,0.8,1320,i,25
COc1ccc(OCC(=O)Nc2cccc(C(C)=O)c2)cc1,-5%,i,-6,-1.1,935,-2%,1.1,nt,nt,2.9,2.8,6.2,-0.8,1174,i,12
COc1ccc(NC(=O)c2cc(C)on2)cc1OC,13%,i,-7,0.23,1277,12%,1.1,-7,767,3.2,1.9,5.6,-1.2,1037,i,50
CN1C(=O)OC(C)(CCc2ccccc2)C1(C)O (stereo not given),-10%,i,16,nt,nt,-17%,1,nt,nt,8.0,1.4,0.5,nt,nt,i,27
COc1cc(NC(=O)c2ccccc2Cl)ccc1NC(=O)c1ccco1,7%,i,-3,1.1,1611,1%,1.1,nt,nt,1.6,2.2,9.3,0.1,1420,i,41
COc1ccc(/C=C/C(=O)NCCCn2ccnc2)cc1,4%,i,-4,0.8,1326,7%,1.1,0,719,3.3,2.1,3.5,nt,nt,i,19
CCn1c(SCC(=O)NCc2ccco2)nc2ccccc2c1=O,3%,i,0,-0.09,1511,-2%,1.1,-7,761,3.6,2.3,0.9,1.1,1002,i,1
CC1Cc2nc(SCC(=O)NCc3ccccc3)n(Cc3ccccc3)c(=O)c2S1 (stereo not given),17%,i,0,1.4,1918,19%,1,-3,658,5.9,1.7,1.7,0.0,1117,i,12
CCS(=O)(=O)c1ccc(O)c(NC(=O)COc2ccc(Cl)cc2)c1,-1%,i,-12,0.48,1408,-2%,1,-2,698,2.2,0.8,0.0,0.3,1601,i,31
